MsrA inh = inhibitors of bovine MsrA; purified bovine MsrA, absorbance read-out; inhibition, % at 15.5 µM; hit rate 0.75% among 360,000; AID 651718; in the data active = inhibition above about 4.5%;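 note: 0% = vehicle wells with enzyme and 100% = reference inhibitor wells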
MsrA act = activators of bovine methionine sulfoxide reductase A. purified bovine MsrA, absorbance read-out. AID 602163. activation, % at 10.6 µM. hit rate 0.3% among 360,000; in the data active = activation above about 7.5%;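 note: 0% = vehicle and 100% = reference activator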
eLon inh = inhibits E. coli Lon protease | P0A9M0 | purified E. coli Lon protease, fluorescence polarization | inhibition, % at 7.94 µM | hit rate 0.42% among 360,000 | AID 602123; in the data active = inhibition above about 13%, passing the limit was not always enough;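 note: 0% = enzyme with probe and DMSO and 100% = no enzyme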
Target sequence (P0A9M0 whole entry, looked up): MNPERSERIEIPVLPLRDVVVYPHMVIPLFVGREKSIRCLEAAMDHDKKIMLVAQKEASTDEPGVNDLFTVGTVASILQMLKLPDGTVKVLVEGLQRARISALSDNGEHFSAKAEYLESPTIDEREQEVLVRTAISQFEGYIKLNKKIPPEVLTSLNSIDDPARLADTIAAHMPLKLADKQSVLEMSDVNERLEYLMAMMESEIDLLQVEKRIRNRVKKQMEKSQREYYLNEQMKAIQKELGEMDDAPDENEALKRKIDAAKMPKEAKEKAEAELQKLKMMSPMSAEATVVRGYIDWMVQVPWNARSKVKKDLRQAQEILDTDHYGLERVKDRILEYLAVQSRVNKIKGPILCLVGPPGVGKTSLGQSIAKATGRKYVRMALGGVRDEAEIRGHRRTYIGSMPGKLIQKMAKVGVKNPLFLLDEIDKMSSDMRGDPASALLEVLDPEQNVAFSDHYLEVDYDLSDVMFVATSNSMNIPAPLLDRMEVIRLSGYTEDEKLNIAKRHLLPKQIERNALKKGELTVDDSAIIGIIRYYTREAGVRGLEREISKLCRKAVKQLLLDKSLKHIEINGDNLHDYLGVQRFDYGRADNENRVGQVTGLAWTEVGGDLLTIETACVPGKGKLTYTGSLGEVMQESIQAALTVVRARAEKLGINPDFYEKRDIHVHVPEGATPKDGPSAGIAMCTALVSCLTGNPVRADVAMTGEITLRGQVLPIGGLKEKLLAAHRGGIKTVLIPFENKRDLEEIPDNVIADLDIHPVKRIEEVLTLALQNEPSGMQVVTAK
PABP1 MLLE inh = inhibitors of microRNA-mediated deadenylation, human PABP1 MLLE binding | P11940 | GST-MLLE / FITC-PAM2 fluorescence polarization | inhibition, % at 20 µM | hit rate 0.36% among 360,000; in the data active = inhibition above about 35%, passing the limit was not always enough;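 note: plate controls were DMSO wells with GST-MLLE for no effect and wells lacking GST-MLLE protein for full effect; some results filed as inactive read as strong as hits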
Rin1 Abl inh = inhibitors of human Rin1-Abl protein interaction. hit rate 0.4% among 360,000. TR-FRET Rin1/Abl binding, biochemical. inhibition, % at 7.35 µM; in the data active = inhibition above about 5%, passing the limit was not always enough
Rpn11 block = Rpn11 (human) deubiquitinase inhibition | O00487 | human 26S proteasome, Ub4-pepOG fluorescence polarization; 20S core pre-blocked with epoxomicin | calls only at 20 µM | hit rate 0.59% among 360,000 | AID 588493;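 active = inhibition at 20 µM, scaled to each plate's controls, above about 33%, limit read from the data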
Target sequence (O00487 whole entry, looked up): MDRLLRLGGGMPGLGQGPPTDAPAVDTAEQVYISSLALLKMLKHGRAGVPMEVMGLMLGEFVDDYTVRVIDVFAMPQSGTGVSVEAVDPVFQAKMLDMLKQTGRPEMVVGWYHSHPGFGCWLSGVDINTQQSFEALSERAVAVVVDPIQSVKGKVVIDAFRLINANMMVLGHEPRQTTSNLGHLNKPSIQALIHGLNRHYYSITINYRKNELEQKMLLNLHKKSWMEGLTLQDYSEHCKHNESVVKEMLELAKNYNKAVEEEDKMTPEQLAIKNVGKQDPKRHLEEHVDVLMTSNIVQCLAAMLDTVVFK
CSN inh = inhibitors of human CSN-mediated cullin deneddylation; Q92905; Purified CSN, SCF-Nedd8-OG deneddylation, fluorescence polarization; inhibition, % at 12.5 µM; hit rate 0.38% among 360,000; AID 651999;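 active = pattern-corrected inhibition above about 35%, with an unprinted fluorescence ratio check between 0.5 and 1.5, limit read from the data, passing the limit was not always enough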;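 note: 0% = enzyme with substrate and 100% = substrate without enzyme; some results filed as inactive read as strong as hits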
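Assay system: HEK293T-derived human Csn5 enzyme; quantity: 0.24 nM enzyme; medium: Tris/NaCl/DTT buffer, pH 7.5; also added: substrate SCFSkp2-Nedd8OG, 10 nM; doses: 12.5 µM compound; schedule: 90 min reaction at room temperature; signal: FP; read-out: % inhibition of substrate cleavage by Csn5; benchmarks: substrate-only high control, full reaction low control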
FAS-TE inh = inhibitors of human fatty acid synthase thioesterase domain. P49327. recombinant FAS-TE, OMFH fluorogenic substrate, fluorescence endpoint. inhibition, % at 15 µM. hit rate 0.67% among 360,000. AID 602261;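 active = compounds whose normalised, plate-corrected inhibition of enzyme fluorescence in the single-dose primary screen is 50% or more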;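 note: 0% = DMSO with enzyme and 100% = substrate without enzyme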
MT1-MMP act inh = MT1-MMP (human) activation inhibition | HT1080 RFP-PRO-GFP cells, GFP/RFP ratio fluorescence, overnight; percent of plate control window, DMSO zero | GFP/RFP ratio change, % at 20 µM | hit rate 0.061% among 360,000;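 active = GFP/RFP ratio change of at least 30% with cell ATP level not reduced by more than half and red fluorescence within 50% of control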; note: strong numbers were not always called active
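Assay system: HT1080 RFP-PRO-GFP cells. Benchmarks: DMSO vehicle wells and RFP-L50D-GFP reporter cell wells. Times: overnight cell settling, then overnight compound exposure, 37 °C, 5% CO2. Compound: 20 µM single dose, 1% DMSO. Read-out basis: GFP/RFP fluorescence ratio.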
An asterisk follows results filed as active; i = inactive; x = no result given.

SMILES	MsrA inh	MsrA act	eLon inh	PABP1 MLLE inh	Rin1 Abl inh	Rpn11 block	CSN inh	FAS-TE inh	MT1-MMP act inh
O=C(Nc1ccc(-c2ccccc2)cc1)c1ccccc1	-0.7	0	-8	3	2	i	-2	0	-4
O=C(NCc1cccnc1)C1CCCN(S(=O)(=O)c2ccccc2)C1 (stereo not given)	0.5	-14	-4	0	1	i	0	-6	-3
O=C(NCc1ccc(F)cc1)c1ccncc1	-0.1	-3	-8	-21	-1	i	0	-7	1
N#CC1=C(N)C(C#N)(C#N)[C@H](c2ccoc2)[C@H]2CN(Cc3ccccc3)CC=C12	2.0	-4	36	89	-5	i	-56	-23	-82
O=C(COC(=O)CCC(=O)c1ccc(F)cc1)Nc1ccccc1	-0.8	0	-3	-3	3	i	5	1	2
Cc1c(C)c2ccc(OCC(=O)Nc3ccc(CN4CCOCC4)cc3)cc2oc1=O	-0.8	-2	9	1	-4	i	4	2	2
COc1cc(C(=O)NC(=S)Nc2ccc(Cc3ccncc3)cc2)cc(OC)c1OC	1.0	-1	-4	34	-1	i	0	7	0
CC(C)Oc1ccc(Cc2n[nH]c(=S)n2Cc2ccccc2)cc1Cl	-0.4	1	3	-52	-4	i	0	57*	2
C[C@H]1CCCCO[C@H](CN(C)S(=O)(=O)c2cn(C)cn2)[C@@H](C)CN([C@@H](C)CO)C(=O)c2cc(NS(=O)(=O)c3ccccc3)ccc2O1	-0.2	-3	-2	-3	-2	i	-3	-4	1
CCOc1ccc(N(CC(=O)Nc2ccccc2)S(C)(=O)=O)cc1	0.4	-2	-2	-124	0	i	-5	-6	-6
C=CCc1cc(/C=C2/NC(=O)N(CC(=O)OC)C2=O)cc(OC)c1O	3.1	-14	-10	0	0	i	3	-8	2
CC(C)CN(CCCNC(=O)CN1C(=O)COc2ccc(S(=O)(=O)N3CCCCCC3)cc21)CC(C)C	-0.7	-4	-2	3	-5	i	-1	-6	-1
Clc1nc2ccccc2nc1-c1ccccc1	-0.6	-8	-7	0	2	i	1	5	5
CC(NC(=O)OC1CCCCC1)N1C(=O)C2C3C=CC(C3)C2C1=O (stereo not given)	1.1	-8	0	-3	4	i	-5	-4	x
CCN(CC)S(=O)(=O)c1ccc(N2CCCC2)c(NC(=O)C2CSC3(C)CCC(=O)N23)c1 (stereo not given)	-1.8	-3	-13	5	4	i	0	-6	-1
Cc1ccc(-c2cc(C(F)F)n3ncc(C(=O)Nc4cn(C)nc4C)c3n2)cc1	-0.7	-2	1	-25	-6	i	-3	1	-3
Cc1ccc(N2CCOCC2)c2c1C(=O)c1ccccc1C2=O	0.9	-6	-7	12	-13	i	-9	0	8
CCN(CC(=O)Nc1c(F)cccc1F)C(=O)CCCOc1ccc(OC)cc1	0.8	-2	-7	3	0	i	-10	-5	4
Cn1cc(S(=O)(=O)CC(=O)N2CCc3ccccc32)c2ccccc21	-0.2	-12	-14	-9	-1	i	3	-5	-2
COc1ccc(C2/C=C\CN(S(=O)(=O)/C=C/c3ccccc3)CC(=O)N2Cc2ccc(F)cc2)cc1 (stereo not given)	0.6	-6	-14	4	3	i	-4	15	0
Cc1sc2ncnc(NCC3(N4CCOCC4)CCCCC3)c2c1C	0.3	-1	-6	1	1	i	-2	48	-2
CN(Cc1ccccc1)C(=O)CCS(=O)(=O)c1ccc2c(c1)NC(=O)CS2	x	-4	4	2	-1	i	-2	-1	-1
COc1cc2c(cc1OC)C(C(=O)Nc1ccc(F)c(Cl)c1)CC(=O)N2 (stereo not given)	0.8	-4	4	6	1	i	3	0	1
COc1ccc(NS(=O)(=O)c2cccc(-c3nnc(-c4ccccc4)o3)c2)cc1	-0.2	-3	-3	-1	2	i	-1	24	-1
O=C(Nn1c(C2CC2)nc2ccccc2c1=O)c1ccco1	0.2	-1	1	9	-3	i	1	-6	-6

Next part
SMILES	MsrA inh	MsrA act	eLon inh	PABP1 MLLE inh	Rin1 Abl inh	Rpn11 block	CSN inh	FAS-TE inh	MT1-MMP act inh
Cn1c(N)c(C(=O)CSc2nn(-c3ccccc3)c(=S)s2)c(=O)n(C)c1=O	0.3	-2	-7	-31	0	i	5	14	-12
CC(C)c1ccc(/C=N/NC(=O)c2cccc(Cl)c2)cc1	0.1	-5	-2	-1	-1	i	-12	8	1
Cc1cc(C)cc(C(=O)NCCn2cc(SCC(=O)N3CCOCC3)c3ccccc32)c1	0.2	-1	-10	-1	-2	i	-1	-3	2
O=C(Oc1ccccc1-c1nnco1)c1ccccc1	1.7	1	6	-11	0	i	0	-8	-4
Cn1c(=O)oc2cc(S(=O)(=O)Nc3cccc(C(=O)O)c3)ccc21	0.4	-2	0	1	1	i	2	-7	2
C=CCn1c(-c2cc(-c3ccc(C)cc3)nc3ccccc23)n[nH]c1=S	2.7	-1	5	-41	2	i	0	2	3
N/C(Cc1ccc([N+](=O)[O-])cc1)=N\OC(=O)c1cccc(Br)c1	-0.2	-2	-1	7	2	i	4	43	3
O=C(N/N=C/c1c[nH]c2ccc(Br)cc12)c1ccccn1	2.2	-4	2	7	1	i	-7	0	3
Cc1cnc(NC(=O)c2sc3ccccc3c2Cl)s1	0.6	-9	-4	-3	2	i	5	0	7
Cc1ccc(/C=C/C(=O)Nc2ccc([N+](=O)[O-])cc2)o1	1.5	-3	0	25	1	i	4	17	4
CCCCn1c(=O)c(C(C)=O)c(O)c2ccccc21	-0.3	-2	-1	-5	-3	i	7	-4	2
CCc1nnc(NC(=O)CCc2c[nH]c3ccccc23)s1	1.2	-5	-7	-6	3	i	1	4	4
O=C(O)COc1ccc(Br)cc1/C=N/O	1.1	-8	-1	-19	1	i	5	-7	3
Cc1ccc(C(C(=O)NC2CCCCC2)N(Cc2cccnc2)C(=O)C2COc3ccccc3O2)o1 (stereo not given)	1.1	-11	-2	-1	2	i	-3	2	x
CCC(Oc1ccccc1)C(=O)NC1CCCCCC1 (stereo not given)	-1.1	5	7	-2	0	i	-1	0	-1
CN(Cc1ccccc1)c1oc(-c2ccco2)nc1C#N	1.5	0	-5	-5	-1	i	0	6	0
N#Cc1ccc(C(=O)N2CCC3CC2c2cc(-c4ccccc4)ccc23)cc1 (stereo not given)	-0.1	-3	1	-3	-4	i	2	15	4
O=C(c1cccs1)N(Cc1ccco1)c1nc(-c2ccc(F)cc2)cs1	-0.1	0	-5	-4	-3	i	-3	32	2
Cc1cccnc1NC(=O)c1ccc2c(c1)NC(=O)C(C)S2 (stereo not given)	0.3	-3	8	-7	0	i	2	-4	-1
CC(C)c1ccc(NC(=O)c2cc([N+](=O)[O-])ccc2N2CCOCC2)cc1	0.4	-4	7	-71	0	i	3	74*	-1
C=CCN1C(=O)c2ccc(C(=O)N(C)CC(=O)Nc3cccc(F)c3)cc2C1=O	-0.2	-3	-4	-1	1	i	1	-1	-3
Cn1nc(-c2ccc(Cl)cc2)c2cc(C(=O)NCC3CCCO3)sc21 (stereo not given)	1.3	-1	-1	11	2	i	1	14	-2
CC(C)c1nnc(SCc2ccc(CSc3nnc(C(C)C)n3N)cc2)n1N	-0.4	-11	4	-13	-1	i	-3	-10	2
C[C@@H]1CN([C@H](C)CO)C(=O)c2c(c3ccccc3n2C)-c2ccccc2CO[C@@H]1CN(C)C(=O)Nc1ccccc1C(F)(F)F	-0.6	-3	-11	0	-1	i	4	-6	2
O=S(=O)(Nc1nc2ccc(Cl)cc2s1)c1cccs1	x	0	4	-1	4	i	2	-6	-1

Next part
SMILES	MsrA inh	MsrA act	eLon inh	PABP1 MLLE inh	Rin1 Abl inh	Rpn11 block	CSN inh	FAS-TE inh	MT1-MMP act inh
O=C(C1CCC(Cn2c(=O)[nH]c3ccccc3c2=O)CC1)N1CCN(c2ccccc2)CC1 (stereo not given)	-0.4	5	0	-6	0	i	-1	-3	-4
CCOC(=O)C1=CCN(S(=O)(=O)c2ccc(F)cc2)C1c1cccc(C)c1 (stereo not given)	-0.4	-2	1	-1	4	i	-6	8	6
CC(=O)Nc1ccc(NC(=O)CNC(=O)c2cccc(C)c2)cc1	-0.2	-5	-8	9	-1	i	7	-4	-4
COc1ccc(-n2ncc3c2CC(C)(C)CC3NC(=O)c2cn[nH]c2)cc1 (stereo not given)	-1.2	-1	-10	-6	2	i	-6	-6	0
CCCCSCCCNC(=O)CS(=O)Cc1nc(-c2cccc(C)c2)oc1C (stereo not given)	-0.6	0	0	6	-4	i	2	-1	1
Cc1ccc(S(=O)(=O)N2CCN(C(=O)CCC(=O)NCCc3ccc(F)cc3)CC2)cc1	-1.1	-1	-8	10	-2	i	-2	1	6
COc1ccc(NS(=O)(=O)c2ccc3nc(COc4ccc5ccccc5c4)[nH]c3c2)cc1	1.3	-2	-8	-10	-3	i	-5	25	2
Cc1cc(C)cc(NC(=S)N2CCN(c3ccccn3)CC2)c1	-0.5	-2	3	-113	-3	i	0	1	1
Cc1cccc(NC(=O)CCN2C(=O)c3ccccc3C2=O)n1	0.5	-1	-2	2	1	i	3	-5	6
O=C(c1ccc(NC(=S)NCc2ccc(Cl)cc2)cc1)N1CCCCC1	-0.9	7	7	-17	0	i	-2	-6	5

Already shown: an excerpt of the list.
SMILES	MsrA inh	MsrA act	eLon inh	PABP1 MLLE inh	Rin1 Abl inh	Rpn11 block	CSN inh	FAS-TE inh	MT1-MMP act inh
C[C@@H]1CN([C@H](C)CO)C(=O)c2c(c3ccccc3n2C)-c2ccccc2CO[C@@H]1CN(C)C(=O)Nc1ccccc1C(F)(F)F	-0.6	-3	-11	0	-1	i	4	-6	2
O=S(=O)(Nc1nc2ccc(Cl)cc2s1)c1cccs1	x	0	4	-1	4	i	2	-6	-1
O=C(C1CCC(Cn2c(=O)[nH]c3ccccc3c2=O)CC1)N1CCN(c2ccccc2)CC1 (stereo not given)	-0.4	5	0	-6	0	i	-1	-3	-4
CCOC(=O)C1=CCN(S(=O)(=O)c2ccc(F)cc2)C1c1cccc(C)c1 (stereo not given)	-0.4	-2	1	-1	4	i	-6	8	6
CC(=O)Nc1ccc(NC(=O)CNC(=O)c2cccc(C)c2)cc1	-0.2	-5	-8	9	-1	i	7	-4	-4
COc1ccc(-n2ncc3c2CC(C)(C)CC3NC(=O)c2cn[nH]c2)cc1 (stereo not given)	-1.2	-1	-10	-6	2	i	-6	-6	0
CCCCSCCCNC(=O)CS(=O)Cc1nc(-c2cccc(C)c2)oc1C (stereo not given)	-0.6	0	0	6	-4	i	2	-1	1
Cc1ccc(S(=O)(=O)N2CCN(C(=O)CCC(=O)NCCc3ccc(F)cc3)CC2)cc1	-1.1	-1	-8	10	-2	i	-2	1	6
COc1ccc(NS(=O)(=O)c2ccc3nc(COc4ccc5ccccc5c4)[nH]c3c2)cc1	1.3	-2	-8	-10	-3	i	-5	25	2
Cc1cc(C)cc(NC(=S)N2CCN(c3ccccn3)CC2)c1	-0.5	-2	3	-113	-3	i	0	1	1
Cc1cccc(NC(=O)CCN2C(=O)c3ccccc3C2=O)n1	0.5	-1	-2	2	1	i	3	-5	6
O=C(c1ccc(NC(=S)NCc2ccc(Cl)cc2)cc1)N1CCCCC1	-0.9	7	7	-17	0	i	-2	-6	5

Screening data as filed in PubChem BioAssay.
